# Screens: PubChem, several laboratories
# cytoskel mod = modifiers of cytoskeleton assembly; HUVEC TNFa F-actin phalloidin imaging, high content; inhibition, % at 2 µM; hit rate 0.18% among 91,000; AID 836;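 active = inhibition above the batch mean plus 3 SD and confirmed as a hit by visual image inspection, cut at about 30% in these data, passing the limit was not always enough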; note: strong numbers were not always called active
# Candida biofilm = kills Candida albicans biofilms. inhibition, % at 6 µM. C. albicans biofilm + clotrimazole, Alamar Blue. hit rate 0.14% among 85,000. AID 834;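 active = inhibition above 20%; inactive = inhibition below 20%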;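 note: preformed 24 hr biofilms exposed to compound for 48 hr; 0% = biofilm without compound and 100% = blank killed by clotrimazole plus chlorhexidine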
# MT1-MMP txn act = MT1-MMP promoter transcription activation; HT1080 MT1-MMP promoter luciferase reporter, luminescence, overnight; active compounds read high; activation factor at 10 µM; hit rate 0.16% among 86,000;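 active = activation factor of at least 2 for MT1-MMP transcription at 10 µM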
# hDAT+cocaine = modulates human dopamine transporter uptake under cocaine. hit rate 1.3% among 110,000. B-score at 10 µM. AID 449768. LLC-PK1 hDAT cells, [14C]-dopamine uptake with cocaine IC80; actives deviate in either direction. Q01959;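 active = Z score or B-score, a plate-position-corrected score, falls beyond the plate's 99.7% confidence bounds, in either direction; inactive = both scores lie inside the 99.7% bounds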;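 note: scored against the spread of the other compound wells on the same plate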
# Target sequence (Q01959 whole entry, looked up): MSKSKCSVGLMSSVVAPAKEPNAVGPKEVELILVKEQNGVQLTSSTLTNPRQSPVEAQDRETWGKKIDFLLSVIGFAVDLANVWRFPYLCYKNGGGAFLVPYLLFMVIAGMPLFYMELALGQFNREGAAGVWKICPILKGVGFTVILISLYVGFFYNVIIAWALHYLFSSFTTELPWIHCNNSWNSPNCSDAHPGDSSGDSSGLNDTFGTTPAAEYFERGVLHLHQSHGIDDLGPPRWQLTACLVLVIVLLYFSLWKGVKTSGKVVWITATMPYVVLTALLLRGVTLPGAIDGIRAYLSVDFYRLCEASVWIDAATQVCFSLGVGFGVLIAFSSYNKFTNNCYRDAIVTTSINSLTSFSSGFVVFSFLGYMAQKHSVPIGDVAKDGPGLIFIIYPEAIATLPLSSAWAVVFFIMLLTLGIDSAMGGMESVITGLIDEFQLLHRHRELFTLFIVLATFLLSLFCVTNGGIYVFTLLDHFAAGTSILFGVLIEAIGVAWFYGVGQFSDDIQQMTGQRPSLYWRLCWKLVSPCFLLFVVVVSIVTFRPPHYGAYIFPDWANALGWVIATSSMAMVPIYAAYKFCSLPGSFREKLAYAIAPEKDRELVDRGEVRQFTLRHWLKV
# VCAM1 TNFa inh = reduces TNF alpha induced VCAM1 expression in HUVEC; inhibition, % at 2 µM; AID 802; hit rate 0.48% among 95,000; HUVEC TNFa-induced VCAM-1 immunofluorescence, high-content imaging;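 active = inhibition above the batch mean plus 3 SD, with images confirmed as a hit by eye, cut at about 37% in these data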;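 note: 0% = TNF-stimulated DMSO wells and 100% = unstimulated control wells; not every result past the cut was called active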
# Smad3 FoxH1 inh = inhibitors of human Smad3 transcription factor binding. TR-FRET Smad3/Dy647-FoxH1 peptide binding, europium anti-His. hit rate 0.29% among 88,000. inhibition, % at 25 µM. P84022. AID 630;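 active = compounds that reduce the energy-transfer binding signal between the protein and its labelled peptide by more than half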;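 note: 0% = Smad3 plus labelled peptide maximal FRET and 100% = peptide-only background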
# Target sequence (P84022 whole entry, looked up): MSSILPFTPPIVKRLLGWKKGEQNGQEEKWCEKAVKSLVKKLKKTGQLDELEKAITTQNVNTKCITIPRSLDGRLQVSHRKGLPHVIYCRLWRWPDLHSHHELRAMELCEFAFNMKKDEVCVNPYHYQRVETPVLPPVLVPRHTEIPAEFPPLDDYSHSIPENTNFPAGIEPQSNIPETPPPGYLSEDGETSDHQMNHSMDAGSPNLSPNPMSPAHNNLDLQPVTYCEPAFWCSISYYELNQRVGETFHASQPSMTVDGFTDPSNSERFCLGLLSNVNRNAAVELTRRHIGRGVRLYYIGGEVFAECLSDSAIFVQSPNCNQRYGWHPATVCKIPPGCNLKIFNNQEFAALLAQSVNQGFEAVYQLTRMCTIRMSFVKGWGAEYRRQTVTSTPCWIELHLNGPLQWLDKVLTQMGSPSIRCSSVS
# PTPN22 inh 2 = blocks human PTPN22 phosphatase activity; Q9Y2R2; recombinant LYP catalytic domain, DiFMUP fluorescence; inhibition, % at 2 µM; hit rate 0.21% among 96,000; AID 640;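 active = inhibition at 2 µM at or above a set limit, the screen mean plus 3 SD, cut at about 24% in these data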;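 note: 0% = DMSO with enzyme and 100% = enzyme fully blocked by orthovanadate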
# HUVEC tox TNFa = toxic to HUVEC cells under TNF alpha stimulation. HUVEC TNFalpha-stimulated, Hoechst cell count, imaging. AID 848. cell count reduction, % at 2 µM. hit rate 0.17% among 93,000;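 active = cell count reduction exceeding the screen mean by over 5 SD, scaled to untreated wells per plate, cut at about 78% in these data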;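 note: cells counted after 24 h of TNF alpha exposure following the 1 h pretreatment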
# IL1B cytotox = HUVEC cytotoxicity counter-screen, IL-1B stimulated. hit rate 0.41% among 94,000. AID 845. cell count reduction, % at 2 µM. HUVEC cell count loss, Hoechst imaging;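 active = cell count reduction more than 3 SD above the screen-wide mean, cut at about 70% in these data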;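 note: normalized per plate to untreated control cells as the no-loss baseline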
# * = called active by the depositor; . = not tested or not shown; [ ] = dose if it differs, or a comment. Some of the compounds tested. The share of hits here may be higher or lower than overall.
SMILES,cytoskel mod,Candida biofilm,MT1-MMP txn act,hDAT+cocaine,VCAM1 TNFa inh,Smad3 FoxH1 inh,PTPN22 inh 2,HUVEC tox TNFa,IL1B cytotox
CCN(CC)CCP(=O)(c1ccccc1)c1ccccc1,-5,7,1,0.043,1,14,-8,-5,-2
COC(=O)c1ccc(CN(C(C)=O)c2ccccc2)o1,3,3,1.1,0.25,3,-8,-12,-31,8
Cc1cc(=O)[nH]c(SCC(=O)NCCc2ccccc2)n1,6,3,1,.,20,96*,-3,-2,-13
c1coc(CNC2C3CC4CC(C3)CC2C4)c1 (stereo unspecified),7,7,1,-0.55,10,3,1,-27,.
O=C(O)CC1C(=O)NCCN1C/C=C/c1ccccc1 (stereo unspecified),-2,.,1.2,-0.28,3,.,-12,-22,-16
Clc1ccc(-c2nc3cnccn3c2NC2CCCC2)cc1,-6,.,1,0.17,21,8,7,-2,8
O=Cc1ccc(O)c(O)c1,.,10,1.1,1.1,.,7,.,.,.
CCC1CCCCN1C(=O)CSc1nc2c(cnn2-c2ccc(C)cc2)c(=O)[nH]1 (stereo unspecified),-1,-2,1,0.35,9,-13,-4,14,5
CC(C)OC(=S)N/C(=N\S(=O)(=O)c1ccccc1)c1ccccc1,13,.,.,-0.47,-6,.,10,-2,-28
Cc1cc(C)c(C)c(OCCCn2ccnc2)c1,-5,6,1.2,-0.2,17,8,0,-5,0
CC1(C(=O)NC2CCCC2)CCC(=O)N1Cc1ccccc1 (stereo unspecified),7,3,1.2,-1.6,1,3,4,-53,15
CCOC(=O)N1CCN(C(=O)CN(c2ccc3c(c2)OCO3)S(C)(=O)=O)CC1,5,4,1,-0.61,-4,14[fluorescence artefact?],-5,-12,-13
CN1C(=O)/C(=N\OC(=O)c2cccc3ccccc23)c2ccccc21,17,.,.,0.15,-14,.,-2,-17,-5
COC(=O)CCC(=O)Nc1ccccc1C(N)=O,12,2,1,-0.39,4,8,6,-11,-8
CCOc1ccccc1NC(=O)C1CC2CCCC(C1)C2=O (stereo unspecified),-2,3,1.1,0.44,-2,-5,9,-38,2
COC(=O)c1ccccc1NC(=O)Cn1c(SC)c(F)cnc1=O,7,11,0.9,-0.13,-6,5,-15,-28,-7
COC(=O)c1cc2occc2n1CC(=O)N(C)C1CCCCC1,-5,5,1.1,-0.73,2,-6,-6,-23,8
COc1ccc(C2C(C(=O)N3CC(C)CC(C)C3)c3ccccc3C(=O)N2C)cc1 (stereo unspecified),-7,9,1,0.31,7,9,-5,-3,4
COc1ccc(OC)c(N)c1,-17,8,1.5,.,-22,2,1,6,16
O=C(O)[C@@H](c1ccccc1)N1Cc2ccccc2C1=O,-4,12,1.1,-0.79,2,5,2,-23,-25

# Single records, from the list above. Order of screens: cytoskel mod	Candida biofilm	MT1-MMP txn act	hDAT+cocaine	VCAM1 TNFa inh	Smad3 FoxH1 inh	PTPN22 inh 2	HUVEC tox TNFa	IL1B cytotox
# CCN(CC)CCP(=O)(c1ccccc1)c1ccccc1 across the screens: -5	7	1	0.043	1	14	-8	-5	-2
# COC(=O)CCC(=O)Nc1ccccc1C(N)=O across the screens: 12	2	1	-0.39	4	8	6	-11	-8
# O=Cc1ccc(O)c(O)c1 across the screens: .	10	1.1	1.1	.	7	.	.	.
# Clc1ccc(-c2nc3cnccn3c2NC2CCCC2)cc1 across the screens: -6	.	1	0.17	21	8	7	-2	8
# c1coc(CNC2C3CC4CC(C3)CC2C4)c1 (stereo unspecified) across the screens: 7	7	1	-0.55	10	3	1	-27	.

# (listing goes on)
SMILES,cytoskel mod,Candida biofilm,MT1-MMP txn act,hDAT+cocaine,VCAM1 TNFa inh,Smad3 FoxH1 inh,PTPN22 inh 2,HUVEC tox TNFa,IL1B cytotox
Cc1onc(-c2c(F)cccc2Cl)c1C(=O)Nc1ccc(S(=O)(=O)Nc2ncccn2)cc1,-16,10,1.1,1.3,-14,10,-2,-30,-1
CCC1(CC)NC(=O)N(CC(=O)NCc2ccc3c(c2)OCO3)C1=O,3,8,1.1,-1.3,16,-7,8,-10,34
CC(C)NC(=O)c1cnc(Sc2ncc(C(F)(F)F)cc2Cl)n1C,-1,5,1.1,-0.19,9,4,15,-10,6
Cc1cc(S(=O)(=O)N2CCN(c3ccc(F)cc3)CC2)c(C)s1,-5,12,1.1,0.42,18,5[fluorescence artefact?],-1,-16,1
Cc1coc2cc3oc(=O)c4c(c3cc12)CCCC4,-31,1,1,0.15,15,-8,-3,-42,-33
CC(C(=O)Nc1ncn[nH]1)N1C(=O)c2ccccc2C1=O (stereo unspecified),1,7,1.2,-0.6,3,-2,-7,-18,83*
O=S(=O)(N1CCOCC1)N1CCN(c2ccc(F)cc2)CC1,-14,4,1.2,-0.46,-13,-1,5,-1,-10
O=C(Cc1cccs1)NCc1cccs1,-1,6,1.2,-0.79,5,8,-4,-9,-45
CCC(=O)N/C(N)=N/c1nc(C)c2cc(OC)ccc2n1,-11,9,1.3,1.1,14,10,-11,-8,-35
Cc1ccc(S(=O)(=O)NC(=O)N2CCC(C)CC2)cc1,12,7,1.2,.,1,2,-9,-39,-59
O=C(NCc1ccccn1)Nc1cccc(Cl)c1,.,7,1.6,0.32,.,4,.,.,.
CCOC(=O)CSc1ncnc2c1cnn2-c1ccccc1,66,7,1,-0.79,2,-1,3,-16,-16
O=C(NCc1ccc(C(F)(F)F)cc1)C12CN(Cc3ccccc3)CC1C(c1cccc([N+](=O)[O-])c1)=NO2 (stereo unspecified),-18,.,.,-0.064,1,.,3,12,8
COc1ccc(OCC(=O)Nc2cccc(OC)c2)cc1,-9,5,1.1,-0.22,14,1,4,-15,-16
O=C(NCc1ccc(Cl)cc1Cl)c1ccccn1,-13,.,1.1,0.31,9,.,-9,-11,-8
O=C(C#Cc1ccccc1)c1ccc([N+](=O)[O-])cc1,-9,4,.,-0.99,16,4,0,-6,-2
Cc1cc(NC(=O)CSc2ccc3c(c2)OCCO3)no1,4,4,1.1,-0.82,6,-16,-18,-25,-30
COc1ccccc1-c1noc(-c2ccccc2)n1,3,-4,0.9,.,-14,-17,2,3,19
Cc1ccc(NC(=O)c2cccc(Cl)c2)nc1,-6,.,1.3,0.51,7,-6,-21,-12,-82
COc1ccccc1OCC(=O)Nc1ccc(C(N)=O)cc1,14,.,.,-0.39,-51,.,-3,-10,3
COc1ccc(/C=N/NC(=O)CCc2c(C)n[nH]c2C)cc1O,.,10,.,-1.6,-7,2,6,3,-9
CN1CCN(S(=O)(=O)c2ccc(Sc3nc4ccccc4[nH]3)c3nsnc23)CC1,-20,13,1.1,0.43,0,-21,3,12,-11
O=S(=O)(Nc1nccs1)c1cc(Cl)ccc1Cl,-9,10,1.2,-1.3,14,4[fluorescence artefact?],12,-14,-22
CC(OC(=O)c1ccco1)C(=O)NCc1cccs1 (stereo unspecified),.,7,1.1,0.032,.,2[fluorescence artefact?],.,.,.
CCOC(=O)c1cncc(NC(=O)c2ccccc2)c1,-13,.,1.1,0.093,3,.,-14,-12,-12
O=C1CCCCCC1C1(O)C(=O)Nc2ccccc21 (stereo unspecified),15,9,1.1,0.39,-4,-5,0,-12,-14
Cc1ccc(S(=O)(=O)NCC(=O)OCC(=O)N2CCc3ccccc32)cc1,-5,5,1.2,0.18,-6,-10,9,-1,4
Cc1cc(O)c(C(C)C)cc1NC(=O)Cn1nc(C)c2ccccc2c1=O,.,7,1,-0.033,.,1,.,.,.
CCOC(=O)c1ccc(NC(=O)CNC(=O)C23CC4CC(CC(C4)C2)C3)cc1,12,1,1,-0.2,-13,13,0,16,14
O=C(O)CCn1cnc2ccccc2c1=O,-23,3,1.1,-0.38,7,1,4,2,29
CSCCC(NS(=O)(=O)c1ccc2ccccc2c1)C(=O)O (stereo unspecified),15,.,.,0.84,6,.,-7,-8,-35
Cc1nnc(SCC(=O)N2CCc3ccccc32)n1-c1ccccc1,-14,5,1.1,0.56,12,4,8,0,-15
O=C(CSc1ncn[nH]1)NC12CC3CC(CC(C3)C1)C2,-5,7,.,-2.5,6,-9,-9,-17,-8
Cc1nc(N)c(C#N)c(-c2ccccc2Cl)c1C,9,9,1.2,-0.2,10,-8,7,-28,-14
COc1cc(C)nc(Nc2nc(C)c(C(C)=O)s2)n1,-34,-6,1.1,0.81,0,-1,-1,-2,-19
Cc1ccc2c(C(=O)CN3CCN(c4ccccc4)CC3)c(C)[nH]c2c1,-4,5,1.2,1,-12,1,-2,-24,-3
Cc1ccc(C)c(-n2c(Cc3cc(=O)[nH]c(=O)[nH]3)nnc2SC(C)C)c1,-6,4,1.1,-0.025,10,0,0,-17,6
Cc1ccc(S(=O)(=O)CCc2nnc(NC(=O)COc3cccc(C)c3)s2)cc1,4,.,.,0.38,23,.,2,.,16
COc1ccc(-n2nnnc2SCC(=O)N2CCCC2)cc1OC,-2,9,1.1,-0.48,4,5,2,6,11
CCN(CCCn1c(=S)[nH]c2ncccc2c1=O)c1ccccc1,.,4,1.3,0.089,-7,-4,-12,-24,-55

# In a second layout: entries from further up.
# Under each structure: cytoskel mod, Candida biofilm, MT1-MMP txn act, hDAT+cocaine, VCAM1 TNFa inh, Smad3 FoxH1 inh, PTPN22 inh 2, HUVEC tox TNFa, IL1B cytotox
> CC(OC(=O)c1ccco1)C(=O)NCc1cccs1 (stereo unspecified)
 : ., 7, 1.1, 0.032, ., 2[fluorescence artefact?], ., ., .
> c1coc(CNC2C3CC4CC(C3)CC2C4)c1 (stereo unspecified)
 : 7, 7, 1, -0.55, 10, 3, 1, -27, .
> CC(C)NC(=O)c1cnc(Sc2ncc(C(F)(F)F)cc2Cl)n1C
 : -1, 5, 1.1, -0.19, 9, 4, 15, -10, 6
> Clc1ccc(-c2nc3cnccn3c2NC2CCCC2)cc1
 : -6, ., 1, 0.17, 21, 8, 7, -2, 8

# Carrying on.
SMILES,cytoskel mod,Candida biofilm,MT1-MMP txn act,hDAT+cocaine,VCAM1 TNFa inh,Smad3 FoxH1 inh,PTPN22 inh 2,HUVEC tox TNFa,IL1B cytotox
Cc1ccc(C(=O)NNC(=S)Nc2cccc(Cl)c2Cl)cc1[N+](=O)[O-],18,0,1.1,-0.82,16,19,-3,-50,-27
Cc1ccc(C(CC(=O)NCc2ccco2)c2ccccc2)c(O)c1 (stereo unspecified),.,6,1.1,0.87,-17,-5,4,-39,6
CCS(=O)(=O)N1CCCC(C(=O)NCc2cccc(OC)c2)C1 (stereo unspecified),3,6,1.1,0.036,27,7,-18,11,-47
Cc1ccc(-c2csc3nnc(SCC(=O)Nc4cccc(C)n4)n23)cc1,-22,3,1.1,-0.27,10,1,2,8,2
COCc1cc(C)nc(N2CCNCC2)c1C#N,-4,1,1.1,0.45,5,2,0,-10,-3
Cc1cc(C)c2c(N)c(C(=O)NCc3ccco3)sc2n1,-3,.,1.2,0.13,-18,.,1,9,4
Fc1ccc(/C=N/n2c(-c3cccs3)n[nH]c2=S)cc1,0,.,.,0.75,6,.,0,-10,12
COc1ccc(C2CC(c3ccc(F)cc3)Nc3nc(N)nn32)cc1 (stereo unspecified),.,1,1.1,0.0047,.,2,.,.,.
